Screening data deposited in PubChem BioAssay by Johns Hopkins Ion Channel Center.
CHT allo act = allosterically activates the human high affinity choline transporter | 0.49% of 310,000 active | Q9GZV3 | B-score at 10 µM | CHT-expressing cells, membrane potential dye, choline EC20; active compounds read high; LV-AA mutant CHT in HEK293 cells | AID 488977;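 active = initial fluorescence not abnormally high and integrated response B-score, plate-corrected, over 3 SD above library mean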
Target sequence (Q9GZV3 whole entry, looked up): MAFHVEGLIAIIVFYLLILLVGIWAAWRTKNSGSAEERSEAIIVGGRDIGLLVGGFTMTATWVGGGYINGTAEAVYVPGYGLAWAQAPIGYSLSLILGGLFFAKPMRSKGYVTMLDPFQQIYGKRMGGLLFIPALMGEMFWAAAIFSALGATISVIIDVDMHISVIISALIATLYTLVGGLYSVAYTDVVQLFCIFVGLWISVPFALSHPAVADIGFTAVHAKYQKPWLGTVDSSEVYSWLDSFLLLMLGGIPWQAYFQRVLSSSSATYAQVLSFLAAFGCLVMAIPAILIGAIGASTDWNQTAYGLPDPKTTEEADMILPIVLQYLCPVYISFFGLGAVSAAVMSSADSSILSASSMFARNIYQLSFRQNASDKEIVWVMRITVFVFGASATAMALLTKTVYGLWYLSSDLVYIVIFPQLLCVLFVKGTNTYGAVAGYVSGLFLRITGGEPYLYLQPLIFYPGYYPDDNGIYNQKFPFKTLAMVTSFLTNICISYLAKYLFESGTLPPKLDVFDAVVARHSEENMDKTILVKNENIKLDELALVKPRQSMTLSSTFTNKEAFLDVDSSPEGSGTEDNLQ
CHT inh = inhibitors of human choline transporter CHT. AID 488975. Q9GZV3. B-score at 10 µM. 0.86% of 310,000 active. CHT-expressing cells, membrane potential dye, choline response; active compounds read low;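 active = B-score over 3 SD under the library average, and starting fluorescence ratio not unusually high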;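 also: choline stimulus applied at its EC90 after an EC20 pre-addition; B-score computed on integrated fluorescence ratio after choline addition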
Calls only; i = inactive. Not a hit list; any-hit rate near 1.5%.

SMILES	CHT allo act	CHT inh
Cc1ccc(NC2=C(NC(=O)c3ccccc3)C(=O)c3ccccc3C2=O)cc1Cl	i	i
O=C(CN1C(=O)CCS(=O)(=O)c2ccccc21)Nc1ccc(F)cc1	i	i
Cc1ccc(-c2nnn(CC(=O)N(c3ccc(F)cc3)C(C(=O)NC3CCCC3)c3ccncc3)n2)o1 (stereo not given)	i	i
CCNC(=O)NC(=O)COC(=O)C1CSC2(C)CCC(=O)N12 (stereo not given)	i	i
O=C(NCc1cccnc1)C(=O)NCC1CCCO1 (stereo not given)	i	i
CC1=NN(c2ccccc2)C(=O)C1C(=O)c1ccccc1 (stereo not given)	i	i
CCC(C)(C(=O)NC1CCCCC1)N(Cc1ccco1)C(=O)Cc1cccs1 (stereo not given)	i	i
Cn1cnnc1SCC(=O)NC1CCCN(Cc2ccc(Cl)cc2)C1 (stereo not given)	i	i
O=C(C[n+]1ccccc1)N/N=C/c1ccc(O)cc1	i	i
Cc1[nH]c2ccccc2c1C(=O)C(=O)NCCC1=CCCCC1	i	i
Cc1ccn2cc(C(=O)Nc3nnc(C)s3)nc2c1	i	i
C=CCSc1nc(=O)n2cccc(C)c2n1	i	i
COc1cc2nc3occc3c(OC)c2cc1OC	i	i
COc1ccc(N=Nc2ccc3ccccc3c2)c(O)c1	i	i
Oc1ccccc1C1Nc2cccc3cccc(c23)N1	i	i
CC1CCC(NC(=O)CN(C)S(=O)(=O)c2ccc3c(c2)CCC(=O)N3)CC1 (stereo not given)	i	i
CC(NC(=O)c1ccco1)c1ccc2c(c1)OCO2 (stereo not given)	i	i
O=C(Cn1c(C(=O)N2CCc3ccccc3C2)cc2sccc21)c1ccccc1	i	i
O=C(Nc1nc(-c2cccc(Br)c2)cs1)Oc1ccccc1	i	i
COc1ccccc1OC(=O)Nc1ccc(Cl)cc1	i	i
COc1ccccc1N1CCN(CCN2C(=O)CC(=C3c4ccccc4-c4ccccc43)C2=O)CC1	i	i
Cc1ccc(C(=O)COC(=O)c2ccc(Br)o2)cc1C	i	i
CC12CCC(=O)N1C(C(=O)Nc1ccc(Cl)c(Cl)c1)CS2 (stereo not given)	i	i
NC(=O)c1cccnc1OCC(F)(F)F	i	i
O=C(Cc1cccs1)N1CCN=C1SCc1ccccc1Cl	i	i
Later entries
SMILES	CHT allo act	CHT inh
COc1cccc(NC(=O)c2cc(S(=O)(=O)N3CCc4ccccc43)cn2C)c1	i	i
CC(=O)NCCn1c(SCc2ccc(C)cc2)nc2ccccc2c1=O	i	i
CCn1c(SCC(=O)N/N=C(\C)c2ccncc2)nnc1-c1ccc(C)cc1	i	i
CC(=O)c1ccc(OCc2cc(C(=O)NC3CCCCC3)no2)cc1	i	i
CC1CCCC(C)N1C(=O)CN1C(=O)C(C)(C)Oc2ccc(C(=O)NC3CCCCC3)cc21 (stereo not given)	i	i
CCC(=O)N(CCCN(C)C)c1nc(-c2cc(OC)ccc2OC)cs1	i	i
O=C(Nc1ccc(S(=O)(=O)Nc2nccs2)cc1)C1CC(=O)N(c2ccc(Cl)cc2)C1 (stereo not given)	i	i
O=C(c1ccccc1[N+](=O)[O-])N1CCC(Cc2ccccc2)CC1	i	i
Cc1cc(N2CC(C(=O)O)CC2=O)ccc1Br (stereo not given)	i	i
CN(C)S(=O)(=O)c1cccc(NC(=O)COC(=O)c2c[nH]c(=O)[nH]c2=O)c1	i	i
O=C(COc1ccccc1)NC(=S)N1CCc2ccccc21	i	i
COc1ccccc1N1C(=O)C2C3C=CC(CC3)C2C1=O (stereo not given)	i	i
COc1ccc(C(=O)CN2C(=O)NC3(CCc4ccccc43)C2=O)c(OC)c1 (stereo not given)	i	i
FC(F)(F)c1nc(-c2cccnc2)ncc1-c1nnnn1-c1ccccc1	i	i
CCOC(=O)Cc1csc(SCC(=O)Nc2nccs2)n1	i	i
Clc1ccc(-c2nnc(-c3ccco3)nc2N2CCCCC2)cc1	i	i
O=C(NN1CCN(Cc2ccccc2)CC1)c1ccc(Cl)cc1	i	i
O=C(CN1CCC(O)(c2ccccc2F)CC1)NCCc1c[nH]c2ccccc12	i	i
COc1cccc(NC(=O)CCN2CCC(C(N)=O)CC2)c1	i	i
Cc1ccc(CC(=O)Nc2cccc(S(=O)(=O)N3CCOCC3)c2)cc1	i	i
CCN(CC)c1ccc(N2C(=O)/C(=C/c3ccccn3)SC2=S)cc1	i	i
O=Cc1cn(CC(O)Cn2cc(C=O)c3ccccc32)c2ccccc12	i	i
CCN(CC(=O)N1CCC(C)CC1)S(=O)(=O)c1ccc(C)cc1	i	i
COCCN(C(=O)CCC(=O)Nc1nccs1)C(C(=O)NC(C)(C)C)c1ccc(F)cc1 (stereo not given)	i	i
COc1cc(NC(=O)C2CCN(S(=O)(=O)c3cccnc3)CC2)cc(OC)c1OC	i	i

Reformatted: results already given.
Second line of a record – CHT allo act, CHT inh
> CC1CCCC(C)N1C(=O)CN1C(=O)C(C)(C)Oc2ccc(C(=O)NC3CCCCC3)cc21 (stereo not given)
 : i, i
> COc1cccc(NC(=O)CCN2CCC(C(N)=O)CC2)c1
 : i, i

The listing continues.
SMILES	CHT allo act	CHT inh
CC1CC(C)CN(C(=O)CCNS(=O)(=O)c2ccc3c(c2)CCC(=O)N3)C1 (stereo not given)	i	i
CN(C)c1cccc2c(S(=O)(=O)N3CCCC3)cccc12	i	i
Cc1cc(N2CCN(c3cccc(C)c3C)CC2)nc(-c2ccccc2)n1	i	i
O=C(O)COc1c(F)c(F)c(C(F)(F)F)c(F)c1F	i	i
Cc1ccccc1NC(=S)N(CCCN1CCOCC1)Cc1ccccn1	i	i
CC[N+]1=C(C)C(C)(C)c2cc(C)ccc21	i	i
CC(C)N(C(=O)CN(C#N)c1nc(N(C)C)nc(N(C)C)n1)c1ccccc1	i	i
Cc1cc(C)cc(NC(=S)N2CCN(c3ncccn3)CC2)c1	i	i
CC(C)(C)OC(=O)N1CCC(CC2CC(c3cccc(Br)c3)=NO2)(C(=O)NCC2CCCCC2)CC1 (stereo not given)	i	i
COc1cccc(C(=O)NC2=NCCS2)c1OC	i	i
CCOC(=O)C1CCCN(C(=O)C(C)Oc2ccc(Cl)cc2Cl)C1 (stereo not given)	i	i
CC(C)CNC(=O)c1cccc(C(=O)NCC(C)C)c1	i	i
Cc1cccc(N2CCN(C3=NC(=O)C(=C4CCCCC4)S3)CC2)c1	i	i
CCOC(=O)c1cn(CC)c2cc(N3CCN(C)CC3)c(F)cc2c1=O	i	i
COCCNc1nc2sc3c(c2c(=O)n1Cc1ccco1)CCCCC3	i	i
COc1cc(OC)c(C2Nc3cccc4cccc(c34)N2)c(OC)c1	i	i
Cc1ccc(S(=O)(=O)N2CCN(CC(=O)Nc3ccc4c(c3)CCC4)CC2)cc1C	i	i
CC1CCN(C(=O)c2cc(S(=O)(=O)N3CCCCC3)c[nH]2)CC1	i	i
C=CCOc1c(CNn2cn[nH]c2=S)cccc1OC	i	i
Cc1cc(C)c2[nH]c(=O)c(CN(Cc3ccccc3)C(=S)NCCCN(C)C)cc2c1	i	i
N#Cc1ccc(-c2ccc(OCC(O)Cn3nnc4ccccc43)cc2)cc1 (stereo not given)	i	i
Cc1cccc(-n2ncc3c(N(C)Cc4ccccc4)ncnc32)c1	i	i
COc1ccc2[nH]c(=O)c(-c3nnn(-c4ccc(F)cc4)n3)cc2c1	i	i
COc1cccc2cc(C(=O)N3CCc4ccccc43)c(=O)oc12	i	i
CCCCCn1c(SCC2CCCO2)nc2cc(C(=O)N3CCC(C(N)=O)CC3)ccc2c1=O (stereo not given)	i	i

Single records (already shown).
Record of COc1cc(OC)c(C2Nc3cccc4cccc(c34)N2)c(OC)c1 = CHT allo act = i; CHT inh = i
Record of CCOC(=O)c1cn(CC)c2cc(N3CCN(C)CC3)c(F)cc2c1=O = CHT allo act = i; CHT inh = i

Carrying on:
SMILES	CHT allo act	CHT inh
COc1ccc2c(c1)OC[C@H]1[C@H]2N2C(=O)c3cc(OC)ccc3NC(=O)[C@@]2(C)[C@H]1c1ccccc1	i	i
COc1ccc(S(=O)(=O)N2CCC(c3nc4ccccc4[nH]3)CC2)cc1	i	i
COc1cc2c(cc1NC(=O)c1ccc(C(C)(C)C)cc1)CCCC2	i	i
Cc1cccn2cc(-c3cccc(S(=O)(=O)N4CC(C)OC(C)C4)c3)nc12 (stereo not given)	i	i
O=C(O)c1ccc(OCc2ccc(C(=O)O)o2)cc1	i	i
CC(=O)c1cccc(NC(=O)N2CCCC2C(=O)NCCc2ccccc2)c1 (stereo not given)	i	i
O=S1(=O)NC(CC2=CCCCC2)C2CCCCC2O1 (stereo not given)	i	i
CC1C=CCC2C(=O)N(c3ccc(OC(=O)c4cccs4)cc3)C(=O)C12 (stereo not given)	i	i
Cc1ccc(C)c(Cn2cnc3c(nnn3-c3ccc(F)cc3)c2=O)c1	i	i
Cc1coc2cc3oc(=O)c(CC(=O)N4C[C@H]5C[C@@H](C4)c4cccc(=O)n4C5)c(C)c3cc12	i	i
CCc1nnc(NC(=O)/C=C/c2ccc(C)o2)s1	i	i
CC(=O)Oc1ccc2c(c1)OC(c1ccccc1)CC21CC(C)(C)NC(=O)N1 (stereo not given)	i	i
COc1ccc(S(=O)(=O)N(CC(=O)NCC2CCCO2)Cc2ccccc2)cc1C (stereo not given)	i	i
CCn1c(SCC(=O)N/N=C/c2ccccc2OCC(=O)O)nnc1-c1ccc(OC)cc1	i	i
CCOC(=O)C1CCCN(S(=O)(=O)Cc2ccccc2)C1 (stereo not given)	i	i
Cc1occc1C(=O)N1CCCC(Nc2ccc(F)cc2)C1 (stereo not given)	i	i
Cc1c(CCC(=O)O)c(=O)oc2cc3oc4c(c3cc12)CCCC4	i	i
COc1ccc(Nc2nc(N)c(C(=O)c3ccc(F)cc3)s2)cc1	i	i
CCc1cccc2c(C(=O)COC(=O)c3ccc(O)cc3)c[nH]c12	i	i
COC(=O)CCC(=O)OC1(C)C(=O)C2=COC(c3ccc(OC)cc3)=CC2=C(Br)C1=O (stereo not given)	i	i
O=C(Cc1ccccc1[N+](=O)[O-])Nc1ccc2c(c1)OCO2	i	i
CCN(C(=O)Cn1cc(C(F)(F)F)ccc1=O)c1c(N)n(Cc2ccccc2)c(=O)[nH]c1=O	i	i
S=C(NCCCn1ccnc1)NC1CCCCC1	i	i
Cc1ccccc1-c1noc(-c2ccc(Cl)cc2)n1	i	i
O=C(Nc1cccc([N+](=O)[O-])c1)c1ccc(-c2ccccc2)cc1	i	i

Laid out differently: results already given.
SMILES: CC(=O)Oc1ccc2c(c1)OC(c1ccccc1)CC21CC(C)(C)NC(=O)N1 (stereo not given)
  CHT allo act: i; CHT inh: i
SMILES: CCc1cccc2c(C(=O)COC(=O)c3ccc(O)cc3)c[nH]c12
  CHT allo act: i; CHT inh: i
SMILES: CC(=O)c1cccc(NC(=O)N2CCCC2C(=O)NCCc2ccccc2)c1 (stereo not given)
  CHT allo act: i; CHT inh: i
SMILES: COc1cc2c(cc1NC(=O)c1ccc(C(C)(C)C)cc1)CCCC2
  CHT allo act: i; CHT inh: i

Later entries
SMILES	CHT allo act	CHT inh
Cc1cc2nc(C3CCN(CC4COc5ccccc5O4)CC3)[nH]c2cc1C (stereo not given)	i	i
CCOc1ccc(-n2cc(C(=O)N3CCN(C)CC3)c3cc(OC)c(OC)cc3c2=O)cc1	i	i
CN(CC(=O)Nc1ccc([N+](=O)[O-])cc1Br)Cc1c(F)cccc1Cl	i	i
CCOC(=O)c1c(C)[nH]c(C(=O)COC(=O)c2oc3ccccc3c2C)c1C	i	i
Cc1ccc(S(=O)(=O)C2(C(=O)NCc3ccc4c(c3)OCO4)CC2)cc1	i	i
O=C(CN1C(=O)c2ccc([N+](=O)[O-])cc2C1=O)Nc1cc(S(=O)(=O)N2CCOCC2)ccc1Cl	i	i
Cc1cccc(NC(=S)NC2CCCCC2)n1	i	i
O=C(Nc1ccccc1)c1ccc(NCC2CCCO2)c([N+](=O)[O-])c1 (stereo not given)	i	i
N/C(=N\O)c1cn(Cc2ccccc2Cl)c2ccccc12	i	i
COC(=O)C(C)n1cnc2c(nnn2-c2ccc(F)cc2)c1=O (stereo not given)	i	i
CC(Cc1ccccc1)(NC(=O)CN)c1ccccc1 (stereo not given)	i	i
Cc1occc(=O)c1OCc1ccc(Cl)cc1Cl	i	i
O=C(COC(=O)c1ccccc1O)Nc1ncc(Cl)cc1Cl	i	i
COc1ccc(F)cc1COc1nc(C)nc2ccccc12	i	i
COc1ccc(Oc2ccc(/C=C/C(=O)c3cccc(OC)c3)cc2[N+](=O)[O-])cc1	i	i
CCNc1c(NS(=O)(=O)c2ccc(Br)s2)c(=O)oc2ccccc12	i	i
COc1ccccc1N(CC(=O)NCCSCc1ccco1)S(=O)(=O)c1ccccc1	i	i
COc1ccc(N2CCOCC2)c(NC(=O)COc2cccc(C)c2)c1	i	i
CC(C)C(NS(=O)(=O)c1ccc2c3c(cccc13)C(=O)N2)C(=O)O (stereo not given)	i	i
COC(=O)CCCC1=CC2=C(c3ccccc3)C(=O)C(C)(OC(=O)C3CCCC3)C(=O)C2=CN1CC(C)C (stereo not given)	i	i
COc1cccc(NC(=O)Cc2nnc(SCC(=O)NC3CCCCC3)n2C)c1	i	i
O=C(Nc1ccncc1)c1cccc(S(=O)(=O)N2CCOCC2)c1	i	i
CCn1c(/C=C/c2ccccc2C)nc2ccccc2c1=O	i	i
COc1cc(/C=N/O)cc(Br)c1OCc1ccc(Cl)cc1	i	i

Rewritten as labelled records: part of the list above
COc1ccccc1N(CC(=O)NCCSCc1ccco1)S(=O)(=O)c1ccccc1
  CHT allo act: i
  CHT inh: i

CC(C)C(NS(=O)(=O)c1ccc2c3c(cccc13)C(=O)N2)C(=O)O (stereo not given)
  CHT allo act: i
  CHT inh: i

Cc1ccc(S(=O)(=O)C2(C(=O)NCc3ccc4c(c3)OCO4)CC2)cc1
  CHT allo act: i
  CHT inh: i

COc1ccc(Oc2ccc(/C=C/C(=O)c3cccc(OC)c3)cc2[N+](=O)[O-])cc1
  CHT allo act: i
  CHT inh: i
